Assay outcomes deposited in PubChem BioAssay by National Center for Advancing Translational Sciences (NCATS).
N370S GC = N370S glucocerebrosidase modulation, Gaucher chaperone candidate; N370S GC spleen homogenate, 4MU-glucoside fluorescence; P04062; Potency, µM (highest dose often 59.4 µM), for inactives: at the highest dose activity change, negative = inhibition, actives largely listed as inhibitors; actives 0.092% (n = 330,000); AID 2101;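 note: 0% = full enzyme activity and -100% = no enzyme basal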
DT40 TDP1 no CPT = qHTS for Inhibitors of human tyrosyl-DNA phosphodiesterase 1 (TDP1): qHTS in cells in absence of CPT. DT40 Tdp1-/- hTDP1 cells, no CPT, ATP luminescence, 48 h. Potency, µM (doses to about 46.2 µM), inactives show at the highest dose activity change, negative = growth inhibition, actives largely listed as inhibitors. actives 15% (n = 420,000); note: nearly all actives have a fitted effect of over 55% in size
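Chicken DT40 Tdp1-/- cells stably complemented with human TDP1 were seeded at 400 cells/well with DMSO in place of 20 nM camptothecin. After compound pinning, cells grew at least 48 hr at 37 °C; viability read by CellTiter-Glo luminescence.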
TDP1 block = inhibitors of human tyrosyl-DNA phosphodiesterase TDP1; actives 0.28% (n = 350,000); AID 485290; Potency, µM (highest dose often 130 µM), for inactives: at the top dose activity change, negative = inhibition, most hits filed as inhibitors; recombinant TDP1, AlphaScreen DNA substrate cleavage; Q9NUW8; note: nearly all actives have a fitted effect of over 40% in size
Target sequence (Q9NUW8 whole entry, looked up): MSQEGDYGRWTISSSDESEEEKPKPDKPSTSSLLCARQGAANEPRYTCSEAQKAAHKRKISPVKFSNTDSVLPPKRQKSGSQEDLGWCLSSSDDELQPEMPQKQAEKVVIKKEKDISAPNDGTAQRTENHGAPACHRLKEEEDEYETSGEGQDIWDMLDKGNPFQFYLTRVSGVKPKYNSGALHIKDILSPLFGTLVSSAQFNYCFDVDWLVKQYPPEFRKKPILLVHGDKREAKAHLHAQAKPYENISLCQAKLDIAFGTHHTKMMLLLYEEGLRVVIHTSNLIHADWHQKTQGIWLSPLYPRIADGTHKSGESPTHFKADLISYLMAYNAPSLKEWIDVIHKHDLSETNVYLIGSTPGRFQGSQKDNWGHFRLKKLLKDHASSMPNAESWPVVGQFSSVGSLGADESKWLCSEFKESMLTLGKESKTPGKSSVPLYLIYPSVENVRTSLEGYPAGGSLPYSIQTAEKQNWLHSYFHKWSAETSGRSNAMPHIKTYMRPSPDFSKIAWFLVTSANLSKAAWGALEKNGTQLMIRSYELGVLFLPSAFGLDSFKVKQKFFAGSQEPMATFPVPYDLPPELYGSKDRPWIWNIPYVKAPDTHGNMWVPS
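Tdp1 1 nM final; 15 min RT w/ cpd; substrate 15 nM, 5 min; beads 10 ug/ml, 10 min; AlphaScreen read. Neg ctrl: no enzyme.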
* hit, by the source's call; ? = inconclusive; / = not tested or not shown; & = joins results of further samples. Calls come from the whole dose curve; as a rule, active = well fitted curve in the direction sought with a large enough effect; inconclusive = small, poorly fitted or top-dose-only effect, or another doubt; inactive = no such curve, though single readings can be large; an effect the other way counts as inactive or inconclusive. Unless noted, % is set by controls: 0 for no effect and ±100 for the full control effect; potency is the fitted concentration of half-maximal effect. A portion of the library; the hit share may differ from the screen's.

Results follow in this order: N370S GC	DT40 TDP1 no CPT	TDP1 block
- CN1CCCC(OC(=O)c2ccccc2F)C1 (stereo not given)
  6%	17%	/
- CNC(=S)NCCC(c1ccccc1)c1ccccc1
  -7%	-34%	3%
- CCOc1ccc(CCNC(=O)CCC(=O)N2CCSc3ccccc32)cc1OCC
  -13%	?	/
- Cc1c(-c2nsc(NC(=O)c3cccs3)n2)nnn1-c1ccc(Br)cc1
  /	?	-3%
- CNC(=S)Nc1ccc(C)cc1
  9%	-9%	3%
- COC(=O)C1=C(C)N(C)C(C)=C(C(=O)OC)C1c1cccc(Br)c1
  2%	-24%	-14%
- CCOC(=O)C1CCCN(Cc2nc(N)nc(Nc3ccccc3)n2)C1 (stereo not given)
  -12%	18µM*	9%
- COC(=O)c1ccccc1NC(=O)Cn1cc2c(n1)CCC(C)C2 (stereo not given)
  14%	?	0%
- Cc1c(N(C(=O)CNC(=O)c2ccccc2)C2(C(=O)NC3CCCCC3)CCCCC2)c(=O)n(-c2ccccc2)n1C
  -9%	-7%	3%
- COc1ccc(-c2csc(Nc3cccc(C)n3)n2)cc1C
  ?	?	/
- CC(Nc1nc(-c2ccccc2F)nc2ccccc12)c1ccccc1 (stereo not given)
  ?	?	/
- CCOC(=O)c1c(C)oc2c(CC(=O)c3ccccc3)c(Cl)c(O)c(O)c12
  25%	?	-1%
- COc1cccc(C2CC(c3ccc(Cl)cc3Cl)Nc3nc(N)nn32)c1 (stereo not given)
  -3%	23µM*	8%
- CCCC(=O)Nc1nnc(SCC(=O)NCc2cccs2)s1
  1%	-16%	3%
- CC1CC(C)CN(C(=S)NC2CCCCC2)C1 (stereo not given)
  -12%	26µM*	3%
- CCn1c(=O)n(-c2ccc3c(c2)OCO3)c2nc(-c3cccc(OC)c3OC)nc(C(N)=O)c21
  /	-25%	-1%
- Cc1ccc(CNC(=O)CCc2c(C)nn(-c3ccc(N4CCOCC4)nn3)c2C)cc1
  -2%	?	1%&8%
- CCOC(=O)[C@@H]1[C@H]2COc3ccccc3[C@@H]2N2C(=O)N(c3ccccc3)C(=O)[C@]12C
  -21%	-20%	/
- CCOc1ccc(N(C(=O)c2ccccc2F)S(=O)(=O)c2ccc3c(c2)n(C)c(=O)n3C)cc1
  /	-14%	5%
- CCc1ccccc1NC(=O)Cn1ccn(-c2cc(C)cc(C)c2)c(=O)c1=O
  /	-15%	1%
- COC(=O)c1c(C)nc(C)c(C(=O)OC)c1-c1ccc(OC)c(OC)c1
  2%	-3%	5%
- COC(=O)c1cc2ccccc2c(-c2c(OC)c(C(=O)OC)cc3ccccc23)c1OC
  -8%	?	1%
- COCCCNc1nc(-c2ccc(Cl)cc2)nc2ccccc12
  -11%	?	-4%
- Nc1c(N2CCCCC2)c2ccccc2oc1=O
  6%	-8%	0%
- Cn1c(=O)c2c(ncn2CCC(=O)N/N=C/c2cccnc2)n(C)c1=O
  -1%	-2%	3%
- COc1ccc(NC(=O)c2cc(S(=O)(=O)N3CCCCC3)ccc2N2CCCCC2)cn1
  4%	?	5%
- Cc1ccc2cccc(NC(=O)c3ccc(-c4ccc(Br)cc4)o3)c2n1
  /	-5%	7%
- CCC(c1nnnn1Cc1cccs1)N1CCN(C2CCCC2)CC1 (stereo not given)
  2%	-18%	-2%
- COc1cccc(-c2c(-c3cc(OC)cc(OC)c3)n(C)c3ccc(-c4cccc5[nH]ccc45)cc23)c1
  /	-16%	1%
- COc1ccc(/C=C2\SC(=S)N(CC(=O)NCCO)C2=O)cc1
  3%	-6%	9%
- CCCCNC(=S)NC(=O)c1ccc([N+](=O)[O-])cc1
  7%	?	8%
- CCCc1nnc(NC(=O)CCC(=O)NCCc2ccc(Cl)cc2)s1
  -11%	-9%	4%
- CCC1CCc2c(sc(NC(C)=O)c2C#N)C1 (stereo not given)
  10%	-5%	3%
- O=[N+]([O-])c1ccc(OCCO)nc1
  17%	-6%	0%
- COc1ccccc1S(=O)(=O)Cc1ccc(C(=O)NCc2ccc(C)cc2)o1
  0%	-8%	0%
- COc1cc(NC(=O)N2CCC(CN3CCOCC3)CC2)cc(OC)c1OC
  /	-14%	5%
- Cc1ccccc1NC(=O)/C(=C\c1cccs1)NC(=O)c1ccco1
  7%	5%	-3%
- CCCCC(=O)Nc1ccc2c(c1)C(=O)NC2=O
  3%	-19%	1%
- CN(CCCOc1ccccc1Br)Cc1ccccc1
  0%	?	5%
- Cc1cc2c(nn1)CCC/C2=N\O
  5%	6%	9%

Among those listed so far, these contain fluorine:
Results follow in this order: N370S GC	DT40 TDP1 no CPT	TDP1 block
- CN1CCCC(OC(=O)c2ccccc2F)C1 (stereo not given)
  6%	17%	/
- CC(Nc1nc(-c2ccccc2F)nc2ccccc12)c1ccccc1 (stereo not given)
  ?	?	/
- CCOc1ccc(N(C(=O)c2ccccc2F)S(=O)(=O)c2ccc3c(c2)n(C)c(=O)n3C)cc1
  /	-14%	5%

Continuation.
Results follow in this order: N370S GC	DT40 TDP1 no CPT	TDP1 block
- COc1cccc(NC(=O)C(=O)NCC(c2cccnc2)N2CCN(c3ccccc3)CC2)c1 (stereo not given)
  /	18µM*	3%
- COc1ccccc1COCC(O)CNCC1(N2CCCCC2)CCCCC1 (stereo not given)
  -9%	-1%	-3%
- S=C(NCCCN1CCOCC1)NCCCN1CCOCC1
  -3%	0%	1%
- COc1ccc(-c2noc(CSc3nnc(C)n3-c3ccc(OC)cc3)n2)cc1
  /	?	-1%
- CCOC(=O)C(/C=C(\C#N)C(=O)OCC)=C(/N)N1CCN(c2ccccc2)CC1
  13%	-21%	5%
- CCOC(=O)c1cc2c(ccn2C)n1CC(=O)N1C(C)CCCC1C (stereo not given)
  17%	0%	5%
- O=c1c(-c2ccc(Cl)cc2)nc2cnc(N3CCNCC3)nc2n1-c1ccccc1
  -19%	4.6µM*	/
- CCOc1ccc(NC(=O)Nc2ccc(Cc3ccncc3)cc2)cc1
  20%	?	/
- Cc1nnc(NC(=O)CSc2nc(C(C)C)nc3ccccc23)s1
  4%	7.1µM*	-6%
- O=C(Nc1ccc2[nH]c(=O)[nH]c2c1)c1cc(F)c(F)cc1Cl
  1%	2%	-1%

Random excerpt: six compounds from above.
Results follow in this order: N370S GC	DT40 TDP1 no CPT	TDP1 block
- COc1ccc(-c2noc(CSc3nnc(C)n3-c3ccc(OC)cc3)n2)cc1
  /	?	-1%
- CCOC(=O)c1c(C)oc2c(CC(=O)c3ccccc3)c(Cl)c(O)c(O)c12
  25%	?	-1%
- CNC(=S)NCCC(c1ccccc1)c1ccccc1
  -7%	-34%	3%
- CCc1ccccc1NC(=O)Cn1ccn(-c2cc(C)cc(C)c2)c(=O)c1=O
  /	-15%	1%
- CCOc1ccc(NC(=O)Nc2ccc(Cc3ccncc3)cc2)cc1
  20%	?	/
- O=[N+]([O-])c1ccc(OCCO)nc1
  17%	-6%	0%

The list continues.
Results follow in this order: N370S GC	DT40 TDP1 no CPT	TDP1 block
- OCC1=C[C@@H](O)[C@@H]2C=CO[C@@H](OC3O[C@H](CO)[C@@H](O)[C@H](O)[C@H]3O)[C@H]12 (stereo not given in full)
  -6%	/	4%
- COc1ccc(NC(=O)CSc2nc(C)cc(C)c2C(=O)Nc2ccccc2OC)cc1
  /	?	-3%
- COc1ccc(-c2cc(=O)n(-c3nc4ccccc4[nH]3)[nH]2)cc1
  1%	-78%	10%
- Cc1n[nH]c(=O)nc1NCc1ccco1
  4%	3%	-2%
- O=C(c1cnc2n(c1=O)CCS2)N1CCN(c2ccc([N+](=O)[O-])cc2)CC1
  -20%	-28%	5%
- COc1cc(C(=O)N2CCc3c([nH]c4ccccc34)C2c2ccc(C)cc2)cc(OC)c1OC (stereo not given)
  /	?	11%
- CCC1(c2ccc(F)cc2)NC(=O)N(CC(=O)Nc2cccnc2Cl)C1=O (stereo not given)
  4%	-18%	-7%
- Cc1cc(C)n2nc(SCC(=O)NC(=O)c3ccc(OC(F)F)cc3)nc2n1
  /	-6%	1%
- CC(NC(=O)c1ccc2c(c1)OCO2)C(c1cccs1)N1CCOCC1 (stereo not given)
  -11%	-2%	4%
- Cc1c(OCC(=O)N2CCC(C(=O)O)CC2)ccc2c1oc(=O)c1ccccc12
  ?	-2%	/
- CCCOc1ccc(CNC(=O)c2ccc3c(c2)N(CC)CCS3)cc1
  ?	?	/
- CC(=O)Nc1cccc(-c2csc(N)n2)c1
  -5%	0%	8%
- O=C1CC(c2ccccc2)CC(O)=C1C=NCc1ccco1 (stereo not given)
  10%	?	11%
- O=c1c2[nH]c3ccc(F)cc3c2ncn1CCN1CCOCC1
  3%	-14%	0%
- O=C1CCCC/C1=C/Nc1ccc(C(=O)O)cc1
  13%	1%	-3%
- COc1cc(C2c3c(-c4ccccc4O)n[nH]c3C(=O)N2CCO)ccc1OCc1ccccc1 (stereo not given)
  /	26µM*	1%
- COc1ccc(OC)c(/C=C2\Oc3cc(OCC(=O)N4CCC(C(=O)O)CC4)ccc3C2=O)c1
  -13%	-28%	/
- CCOc1cc(/C=C/C(=O)OCC(=O)NCC2CCCO2)cc(Cl)c1OC (stereo not given)
  /	-23%	1%
- CSc1cccc(NC(=O)Cn2c(=O)n(Cc3ccccc3)c(=O)c3sc4ccccc4c32)c1
  /	?	-1%
- COc1ccc(C2(C)NC(=O)N(CC(=O)NCC(=O)Nc3ccc(F)c(F)c3F)C2=O)cc1OC (stereo not given)
  /	-16%	1%
- COC(=O)c1ccc2c(c1)N(Cc1ccc(F)cc1)C(=O)c1ccccc1S2
  /	-13%	-6%
- CS(=O)(=O)c1ccc(C(=O)N2CCc3ccccc3C2)cc1
  -2%	-2%	3%
- COc1ccc(NC(=O)Cc2ccsc2)c(OC)c1
  -4%	-18%	-2%
- O=C(COC(=O)CN1C(=O)c2ccccc2C1=O)Nc1ccc(S(=O)(=O)N2CCCC2)cc1
  -2%	2%	8%
- CCc1cc(C(=O)OC)c(NC(=O)CC2SC(N)=NC2=O)s1 (stereo not given)
  11%	-11%	4%
- COc1ccc(CCN2CC(C(=O)NC3CCOCC3)CCC2=O)cc1 (stereo not given)
  -20%	6%	2%
- O=C(c1cc([N+](=O)[O-])ccc1N1CCOCC1)N1CCN(S(=O)(=O)c2cc(Cl)ccc2Cl)CC1
  8%	?	4%
- Cc1cccc2c1CC(C)(C)N=C2C1=C(O)CCCC1=O
  7%	?	5%
- O=C(NCCc1c[nH]c2ccccc12)C(=O)Nc1cc2c3c(c1)CC(=O)N3CCC2
  ?	?	/
- CCCCNC(=O)N1CCN(S(C)(=O)=O)CC1
  -6%	-9%	/
- COc1ccc(-c2cc(C(=O)O)c3ccccc3n2)c(OC)c1
  1%	-12%	0%
- Cc1cc(NC(=O)Nc2ccccc2F)ccc1Br
  17%	?	/
- O=C(O)C1CCC(N2C(=O)C3CCCCC3C2=O)CC1 (stereo not given)
  -5%	16%	3%
- COc1ccc(NS(=O)(=O)c2cc([N+](=O)[O-])ccc2N/N=C\c2c(C)[nH]c3ccccc23)cc1
  5%	?	1%
- CCN(CC)S(=O)(=O)c1ccc(NC(=O)COC(=O)CN2C(=O)c3ccccc3C2=O)cc1
  -3%	-24%	3%
- CCOC(=O)Cn1c2c(c(=N)c3ccccc31)CCC2
  7%	-18%	5%
- Cc1cc(C2C(C#N)=C(N)Oc3n[nH]c(C)c32)c(C)s1 (stereo not given)
  -3%	?	6%
- Cc1cc(C)cc(C(=O)NCC(=O)OCC(=O)c2cc(C)n(CC(F)(F)F)c2C)c1
  5%	-24%	0%
- COc1ccccc1N(C)S(=O)(=O)c1ccc(C)c(C(=O)Nc2nccs2)c1
  23%	?	1%
- CC1=CC(C)(C)N(C(=O)CNC2CCCCC2)c2cc(C)ccc21
  -17%	?	-6%
- Cc1ccc(-n2c(-c3ccco3)n[nH]c2=S)cc1
  9%	0%	9%
- O=C(NC(=S)NCCCN1CCOCC1)c1ccc([N+](=O)[O-])cc1
  -22%	-20%	3%
